# Bioassay records: PubChem, several laboratories
# Rac1 mut GTP – modulators of GTP binding to human Rac1 activated mutant; P63000; GST-Rac1 activated beads, fluorescent GTP binding, flow cytometry; actives lie on both sides; 100% means binding = to untreated wells; percent activity (GTP binding), % at 10 µM; 190,000 tested, 0.11% active; AID 764;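 active = GTP binding at least 20 percentage points away from the 100% baseline, in either direction, so actives lie on both sides; inconclusive = Compound likely fluorescent itself, or too few beads counted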
# Mcl1-Noxa inh – disrupts binding of human Mcl-1 to Noxa peptide; Q07820; TR-FRET Mcl-1/Noxa peptide binding, 2 h; inhibition, % at 21.7 µM; 220,000 tested, 1.5% active;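 active = compounds that cut the protein-peptide binding signal by more than 50% relative to plate controls in a single-dose test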;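 note: His-tagged Mcl-1 with rhodamine Noxa BH3 peptide and terbium anti-His antibody; 0% = Mcl-1 plus Noxa peptide wells and 100% = peptide-only wells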
# Target sequence (Q07820 whole entry, looked up): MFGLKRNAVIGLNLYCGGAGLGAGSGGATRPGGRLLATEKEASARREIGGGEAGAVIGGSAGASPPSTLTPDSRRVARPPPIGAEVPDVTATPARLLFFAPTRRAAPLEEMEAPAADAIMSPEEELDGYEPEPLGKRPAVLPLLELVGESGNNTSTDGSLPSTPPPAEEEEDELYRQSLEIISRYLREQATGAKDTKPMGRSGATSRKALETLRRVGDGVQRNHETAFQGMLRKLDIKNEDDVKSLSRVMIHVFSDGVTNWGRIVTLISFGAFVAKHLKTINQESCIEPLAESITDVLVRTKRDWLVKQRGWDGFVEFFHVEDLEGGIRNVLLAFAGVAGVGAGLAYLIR
# Mcl-1 Bim block – human Bim-Mcl-1 interaction inhibition; inhibition, % at 10 µM; Bead-based flow cytometry, Bim peptide-Mcl-1 binding; AID 1009; Q07820; 190,000 tested, 0.1% active; in the data active = inhibition above about 40%;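 note: 0% = no compound tracer wells and 100% = peptide blocker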
# Mcl1 Bid PPI – disrupts binding of human Mcl-1 to Bid peptide. TR-FRET Mcl-1/Bid-Dy647 peptide binding, 1536-well. 220,000 tested, 0.97% active. Q07820. inhibition, % at 21.7 µM. AID 1021;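 active = compounds that cut the binding signal by more than half at the single screening dose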;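 note: His-tagged Mcl-1 with europium anti-His antibody binding Bid BH3 peptide; 0% = Mcl-1 plus peptide wells and 100% = peptide-only wells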
# Pf gametocyte – kills late stage P. falciparum gametocytes | P. falciparum stage V gametocytes, ATP luminescence, 24 h | 150,000 tested, 0.065% active | inhibition, % at 10.9 µM;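 active = inhibition above the mean plus 3 SD of compounds within the control limits, set per campaign, cut at about 38% in these data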;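 note: 0% = DMSO wells and 100% = medium only without gametocytes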
# Rab2A wt mod – changes GTP binding to wildtype dog Rab2A, up or down. 190,000 tested, 0.19% active. GST-Rab2 wt beads, Bodipy-GTP binding, flow cytometry. GTP binding activity, % at 10 µM;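 active = GTP binding activity at least 20 points away from 100%, either lowered or raised; inconclusive = signal likely due to the compound's own green fluorescence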;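 note: 0% = beads with excess unlabeled GTP and 100% = no-compound control corrected for plate trend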
# Rac1 wt modul – modulators of human Rac1 wildtype GTP binding | P63000 | GST-Rac1 beads, fluorescent GTP binding, flow cytometry; actives lie on both sides; 0 = cold GTP competed, 100 = untreated | GTP binding activity (% of control), % at 10 µM | 190,000 tested, 0.27% active | AID 757;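 active = GTP binding activity at least 20 points away from the 100% control level, either lower or higher; inconclusive = compound flagged as likely green fluorescent, judged across all proteins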
# Rab7 wt modul – alters GTP binding to wildtype dog Rab7; GST-Rab7 beads, fluorescent GTP binding, flow cytometry; actives lie on both sides; untreated = 100%, excess cold GTP = 0%; GTP binding activity (percent of control), % at 10 µM; 190,000 tested, 0.055% active;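 active = fluorescent GTP binding to Rab7 beads changed by at least 20 points from the 100% baseline, either direction, mostly lower; inconclusive = compound itself probably fluorescent, or too few beads counted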;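 note: median green fluorescence of bound Bodipy-FL-GTP per Rab7 bead population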
# HRas wt GTP bind – changes GTP binding to wildtype human HRas | 190,000 tested, 0.14% active | GTP binding activity, % at 10 µM | GST-Ras wt beads, Bodipy-FL-GTP binding, flow cytometry; actives lie on both sides | P01112 | AID 759;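 active = GTP binding activity at least 20% away from the 100% baseline, either lowered as inhibitor or raised as activator; inconclusive = flagged as likely green fluorescent, judged across all proteins in the well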;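 note: 0% = unlabeled GTP competition control and 100% = no-compound control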
# Target sequence (P01112 whole entry, looked up): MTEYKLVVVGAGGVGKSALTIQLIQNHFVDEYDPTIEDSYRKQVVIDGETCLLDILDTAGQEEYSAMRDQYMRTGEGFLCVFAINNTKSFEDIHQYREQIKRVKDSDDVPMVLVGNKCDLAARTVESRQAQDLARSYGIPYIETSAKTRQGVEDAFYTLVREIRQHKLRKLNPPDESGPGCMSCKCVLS
# Cdc42 wt – changes GTP binding to wildtype human Cdc42; AID 761; percent activity (GTP binding), % at 10 µM; GST-Cdc42 beads, Bodipy-GTP binding, flow cytometry; actives lie on both sides; 190,000 tested, 0.2% active;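 active = percent activity GTP binding at least 20 points away from the 100% baseline, either down as inhibitor or up as activator; inconclusive = compound flagged as likely green fluorescent from well-wide comparison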;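 note: median bead fluorescence of bound Bodipy-FL-GTP at 100 nM; 0% = excess unlabeled GTP control and 100% = no compound control; below 100% means less GTP binding so inhibitor and above means activator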
# Target sequence (P60953 whole entry, looked up): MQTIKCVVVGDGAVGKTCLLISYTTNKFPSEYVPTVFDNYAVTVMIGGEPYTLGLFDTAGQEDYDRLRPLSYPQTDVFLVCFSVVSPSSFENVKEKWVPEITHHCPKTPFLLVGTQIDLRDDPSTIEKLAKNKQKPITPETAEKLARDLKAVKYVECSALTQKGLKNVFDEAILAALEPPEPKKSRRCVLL
# Avidin bead fluor – compound fluoresces at 488/530 nm on avidin beads; 220,000 tested, 0.38% active; fluorescence (KMESF) at 10 µM; compound fluorescence 488/530 nm, flow cytometry; active compounds read high; in the data active = fluorescence above about 47; note: inactives centre near 10
# The depositor's hits bear a star; ? = inconclusive; · = not tested or not shown; & = joins results of further samples.
SMILES,Rac1 mut GTP,Mcl1-Noxa inh,Mcl-1 Bim block,Mcl1 Bid PPI,Pf gametocyte,Rab2A wt mod,Rac1 wt modul,Rab7 wt modul,HRas wt GTP bind,Cdc42 wt,Avidin bead fluor
CN1C(=O)/C(=N\OC(=O)c2ccccc2Cl)c2ccccc21,90,8,4,-21,-23,94,92,101,92,86,7
C=C[C@]1(C)C[C@H]1[C@H](NP(=O)(c1ccccc1)c1ccccc1)c1ccccc1,98,8,-1,5,·,102,104,100,102,100,10
CC(C)n1nnnc1SCC(=O)c1ccc2c(c1)OCCO2,99,-1,-4,-22,·,102,109,101,103,106,20
CCn1c(=O)c(=O)[nH]c2cc(C(=O)NC3CCCc4ccccc43)ccc21 (centres undefined),103,10,-2,-4,15,107,110,105,104,103,9
Cc1nn(CCCC(=O)Nc2ccc(Br)cc2F)c(C)c1[N+](=O)[O-],97,-4,-1,-6,17,97,99,87,93,96,10
CON1C(=O)C(=O)N(OC)C(C)(C)C1C (centres undefined),102,-1,-1,-21,·,108,106,110,106,107,16
CC1=C(C(=O)N2CCN(c3cc(C)ccc3C)CC2)C2(CCC(C)CC2)OC1=O (centres undefined),101,-3,-3,0,·,100,109,98,102,103,7
NC(=O)C1CCN(c2nc(C3CC3)nc3c2nnn3Cc2ccccc2)CC1,98,-11,-2,-57,·,100,99,95,98,97,6
Nc1c(C(=O)Nc2ccc(F)cc2)nnn1-c1cccc(C(F)(F)F)c1,96,-2,0,-21,15,95,104,99,93,95,10
Cc1ccc(C)c(NCC(=O)NNC(=S)Nc2ccccc2)c1,96,-8,0,-72,1,94,97,94,94,94,5
CCCSc1ccc(-c2nn(-c3ccccc3)cc2/C=C(/C#N)C(=O)N2CCOCC2)cc1,101,-10,-28,2,-9,96,103,98,101,100,4
CC(=O)Nc1ncc2c(n1)CC(c1ccco1)CC2=O (centres undefined),96,1,-1,-6,·,94,98,91,97,99,14
Fc1ccc2c(c1)C(c1ccncc1)=NNC(c1ccccc1)=N2,100,8,-2,2,·,100,105,102,101,104,10
O=C(NC1CCCCC1)c1ccc(Cl)c(NC(=O)c2ccccc2F)c1,101,-7,7,-13,·,97,103,98,100,103,14
CC(=O)Nc1cccc(/C(C)=N/NC(=S)NC(C)C)c1,93,9,0,-31,16,94,96,97,95,96,10
O=C(O)CCC(=O)OCC1CCCCC1,97,7,-1,5,2,104,101,108,103,100,·
O=C(CC1N=C2c3ccccc3N=C(SCc3ccccc3Cl)N2C1=O)NCc1ccco1 (centres undefined),96,23,0,-11,-3,97,97,99,99,98,8
CCn1cnc2cc(NCc3ccncc3)ccc21,103,18,-3,-40,·,102,107,101,102,105,35
NC(=O)CCn1c(=O)oc2ccccc21,96,-6,-1,-13,·,95,95,97,98,97,8
NC(=O)CSc1nnc(Cn2c(=O)sc3ccccc32)n1CCc1ccccc1,102,1,-1,-16,·,97,106,102,99,106,24
Cc1nc2sc(C(c3ccccc3)N3CCC(O)CC3)c(O)n2n1 (centres undefined),101,-3,-7,-16,9,102,103,97,101,100,11
O=c1cc(-c2ccc(Cl)cc2)[nH][nH]1,100,-2,-1,-6,-4,101,102,100,103,102,7
COc1ccc(C)cc1NC(=O)C1COc2ccccc2O1 (centres undefined),96,3,-4,-15,-8,99,98,104,99,96,19
CCOc1ccc(NC(=O)c2ccccc2OCC(=O)c2ccc(C)cc2)cc1,103,-12,-1,-21,·,105,101,99,104,105,11
CCOC(=O)c1ccccc1NC(=O)CSc1ncc(C(=O)OCC)c(N)n1,98,1,-1,-6,·,100,100,96,100,103,6
COCCn1nnnc1C(c1ccc(Cl)cc1)N1CCSCC1 (centres undefined),96,22,2,-25,-16,96,93,93,97,98,7
O=C(NCc1cccs1)c1csc2ccccc12,100,-2,-4,-7,·,102,107,100,104,103,35
CCOCCCn1c(SCC(=O)NCc2ccco2)nc2c(sc3ccccc32)c1=O,101,-3,-5,-30,15,101,109,106,100,101,11
Nc1cc(-c2ccccc2)ccc1O,100,18&9,4,-35&-16,-44,96,98,96,98,98,25&5
O=C(NC1CC1)c1ccc(-c2ccccc2)cc1,95,-15,0,-19,-32,96,100,103,96,96,11
S=C(NCC1CCCO1)N1CCN(c2nc(-c3ccc(Cl)cc3)cs2)CC1 (centres undefined),94,4,1,-47,5,92,95,94,95,94,9
NC(=O)C1(N2CCCCC2)CCN(C(=O)NC2CCCCC2)CC1,100,7,-2,-1,·,101,106,102,103,106,23
CCOC(=O)NC(NCC(O)c1ccccc1)(C(F)(F)F)C(F)(F)F (centres undefined),98,5,0,-41,18,98,99,96,99,99,13
Cc1ccc(C(=O)C2COC(=O)C2)cc1 (centres undefined),101,3,1,8,·,101,107,100,101,103,11
S=c1[nH]nc(-c2ccc(Br)o2)n1Cc1ccccc1,90,15,-2,-18,·,93,91,97,95,93,8
C=C(C)[C@@H]1CC=C(CN2CCC(N3CCC(C(=O)N4CCCC4)CC3)CC2)CC1,96,-28,-5,-32,12,99,100,99,99,101,8
CCc1nnc(NC(=O)C2CCCCC2)s1,98,-19,-7,1,·,100,101,97,100,104,9
CCOC(=O)C(NC(=O)CC)(Nc1cc(C)on1)C(F)(F)F (centres undefined),101,-10,-9,-22,-12,101,104,98,101,102,12
CC(=O)OCC1OC(Sc2cccc3cccnc23)C(OC(C)=O)C(OC(C)=O)C1OC(C)=O (centres undefined),98,7,-7,-10,·,100,100,100,101,99,16
CN(CC(=O)Nn1cnnc1)S(=O)(=O)c1ccc(Br)cc1,99,0,-4,-31,·,99,100,96,102,102,10
COc1ccc(OC)c(CN2C(=O)c3ccccc3C2C(=O)NCc2cccnc2)c1 (centres undefined),98,-3,0,-18,·,98,102,96,99,103,6
CCCn1c(SCC(=O)NCCc2ccccc2)nnc1-c1ccco1,101,-14,-2,-3,·,100,103,100,102,101,20
O=C(Nc1cccc(NC(=O)c2ncn[nH]2)c1)c1cccc(Cl)c1,96,3,-3,-34,-9,97,98,96,97,97,9
CCCCC(=O)Nc1cccc(NC(=O)c2ccccc2Br)c1,97,-2,-4,-26,·,96,101,99,97,99,9
CC(=O)NCc1ccc(S(=O)(=O)N/N=C/c2ccc(N(C)C)cc2)cc1,102,4,-3,-69,12,101,108,101,103,101,2
CN(C)/C=N/c1nc2nccc(-c3ccc(F)cc3)n2n1,103,18,-2,12,·,102,108,99,105,101,10
O=C(c1c[nH]c(C(=O)C(Cl)(Cl)Cl)c1)c1ccccc1Br,98,28,1,7,20,97,102,94,95,99,21
CCOc1ccc(/C=C2/SC(=O)NC2=S)cc1,97,29,-4,-15,·,96,101,99,98,97,13
COC(=O)c1cccc(N(C(=O)c2ccco2)C(C(=O)NC2CCCC2)c2ccco2)c1 (centres undefined),98,4,-2,-14,-2,98,98,102,97,96,15
Cc1cc(C)cc(N=Cc2[nH]c3ccc(Br)c(Cl)c3c2O)c1,?,52*,-5,-15,14,?,?,?,?,?,10
Cn1c(=O)[nH]c(=O)c2c1nc(NCCCn1ccnc1)n2Cc1cccc(Br)c1,103,11,-5,-24,·,102,106,99,101,101,34
COc1cc(/C=N/Nc2nc(=O)[nH]nc2C)cc(OC)c1O,94,43,1,-21,·,96,96,106,95,93,6
CCCCn1c(=O)c(CCC(=O)OCC(=O)NC(=O)NCCC(C)C)nc2ccccc21,97,6,-2,5,·,100,98,105,101,100,7
O=C(NC1CCCc2ccccc21)c1cncc(Br)c1 (centres undefined),98,23,0,1,-13,101,102,100,98,100,7
O=c1c(/C=C(\O)c2ccc(F)cc2)nc2ccccc2n1-c1ccccc1,98,3,7,-17,-31,100,100,107,102,106,15
CN(C)S(=O)(=O)N1CCN(C(=O)c2cccs2)CC1,100,2,-1,-11,29,105,105,99,105,107,13
COC(=O)C(Cc1ccc(O)cc1)NC(=O)C12CC3CC(CC(C3)C1)C2 (centres undefined),94,19,-6,5,·,97,106,97,99,102,11
Cc1nnc(SCC(=O)Nc2sccc2C#N)n1Cc1ccccc1,98,50,-5,-42,-11,98,100,102,99,97,12
Cc1ccccc1OCC(=O)Nc1cccc(N(C)S(C)(=O)=O)c1,101,-6,-2,-4,-26,102,104,103,103,103,11
CCOC(=O)Cc1csc(NC(=O)CSc2nnnn2-c2ccc(F)cc2)n1,93,14,0,1,9,93,93,96,95,94,10

# Among those listed so far, these have an aryl methoxy group:
SMILES,Rac1 mut GTP,Mcl1-Noxa inh,Mcl-1 Bim block,Mcl1 Bid PPI,Pf gametocyte,Rab2A wt mod,Rac1 wt modul,Rab7 wt modul,HRas wt GTP bind,Cdc42 wt,Avidin bead fluor
COc1ccc(C)cc1NC(=O)C1COc2ccccc2O1 (centres undefined),96,3,-4,-15,-8,99,98,104,99,96,19
COc1ccc(OC)c(CN2C(=O)c3ccccc3C2C(=O)NCc2cccnc2)c1 (centres undefined),98,-3,0,-18,·,98,102,96,99,103,6
COc1cc(/C=N/Nc2nc(=O)[nH]nc2C)cc(OC)c1O,94,43,1,-21,·,96,96,106,95,93,6

# Next part
SMILES,Rac1 mut GTP,Mcl1-Noxa inh,Mcl-1 Bim block,Mcl1 Bid PPI,Pf gametocyte,Rab2A wt mod,Rac1 wt modul,Rab7 wt modul,HRas wt GTP bind,Cdc42 wt,Avidin bead fluor
Cc1c(C)n(C)c2ccc([N+](=O)[O-])cc12,96,10,-1,-49,-7,95,97,96,98,97,19
Nc1nn(S(=O)(=O)c2ccccc2)cc1-c1cccc([N+](=O)[O-])c1,93,16,4,16,-2,97,95,102,96,94,5
Cc1ccc(S(=O)(=O)CCc2nc3ccccc3s2)cc1C,98,36,0,-4,·,99,100,102,100,99,10
Nc1nc(-c2ccc3ccccc3c2)c(C2(O)C(=O)Nc3c(Br)cc(F)cc32)s1 (centres undefined),98,9,0,-8,·,102,101,102,101,102,8
Cc1ccc(C)c(N2CCN(C(=S)Nc3ccc4nc(N5CCN(C)CC5)cc(C)c4c3)CC2)c1,99,34,-4,-29,10,100,99,104,102,103,14
Cc1cc(NS(=O)(=O)c2ccc(N3C(=O)C4C5C=CC(C5)C4C3=O)cc2)nc(C)n1 (centres undefined),98,2,-6,15,-14,98,102,99,100,101,10
COc1ccc(OCCSc2ncccn2)cc1,100,1,3,-10,4,96,106,96,100,100,15
COc1cccc(-c2cc(C(=O)NCCCn3ccnc3)c3ccccc3n2)c1,96,35,-1,-15,4,98,95,101,98,99,1
Cc1ccc(S(=O)(=O)NCC(=O)OCc2nnc(-c3ccccc3)o2)cc1C,101,2,-6,-19,·,103,106,97,102,104,21
CCOC(=O)c1ccccc1NC(=O)CSc1nnnn1C,100,16,-3,-4,1,102,101,96,101,102,8
COc1cccc(C(Nc2ccccn2)c2c(NC(=O)c3ccco3)sc(C)c2C)c1 (centres undefined),97,6,-6,-26,12,101,103,97,100,100,11
